From PubChem BioAssay
KB-V1 cytotox: KB-V1 MDR subline cytotoxicity; Potency, µM (highest dose often 46.1 µM), for the others: at the top dose activity change, negative = cytotoxicity, actives largely listed as cytotoxic; KB-V1 MDR cells viability, CellTiter-Glo, 72 h; hit rate 3.4% among 400,000; note: % is set by controls: 0 for no effect and ±100 for the full control effect; nearly all actives have a fitted effect of over 60% in size
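Drug-selected KB-V1 cells, grown in DMEM lacking phenol red with 10% FBS, receive compound titrations; after three days at 37 degrees C, surviving cell ATP is quantified by CellTiter-Glo luminescence and responses normalized and curve-fitted.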
TDP-43 yeast inh: rescues yeast growth from TDP-43 toxicity; TDP-43 expressing yeast growth rescue, BacTiter-Glo, 24 h; Potency, µM (series often up to 46.1 µM), for inactives: at the highest dose growth rescue (activation), most hits filed as activators; hit rate 1.8% among 410,000; AID 652104; note: % of control where 0% means no effect; nearly all actives have a fitted effect of over 50% in size
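Galactose-induced TDP-43 yeast, OD600=0.02, compound pinned; 24 hr, 30 deg C; BacTiter-Glo luminescence for growth. Inhibitors of TDP-43 toxicity read as activators.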
KB-3-1 cytotox: KB-3-1 parental cell cytotoxicity; hit rate 1.4% among 400,000; Potency, µM (series often up to 46.1 µM), for inactives: at the top dose activity change, negative = cytotoxic, usual class: cytotoxic; KB-3-1 viability, CellTiter-Glo ATP luminescence, 72 h; AID 1347075; note: % is set by controls: 0 for no effect and ±100 for the full control effect; nearly all actives have a fitted effect of over 60% in size
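Cytotoxicity in the drug-sensitive parental line KB-3-1 was scored as loss of CellTiter-Glo luminescence following 72 h incubation with compound. Values come from curve fitting of normalized concentration-response data.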
GLP1R cytotox: cytotoxic in the GLP-1 receptor inverse agonist counter-screen. hit rate 0.13% among 410,000. Potency, µM (titrated, usually from 38.3 µM), for inactives: at the top dose activity change, negative = inhibition, actives largely listed as inhibitors. HEK293 cAMP-luciferase reporter cells, luminescence, 24 h. AID 624418;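 note: loss of luciferase light is scored as toxicity; % is set by controls: 0 for no effect and ±100 for the full control effect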
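Luminescence readout: signal drop marks cytotoxicity. Plated cells grew 12 h at 37 °C, 5% CO2, received 23 nL compound for 24 h, then got luciferase reagent, read after 12 min at RT.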
HT1080 IDH1KD tx: toxicity to HT-1080 IDH1 knockdown cells (counter line); AID 686971; Potency, µM (series often up to 46.1 µM), without a hit: at the top dose activity, negative = toxicity, usual class: cytotoxic; HT-1080 IDH1 knockdown viability, ATP luminescence, 48 h; hit rate 2% among 360,000;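 note: 0% = DMSO wells and -100% = cell-free medium wells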
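CellTiter-Glo luminescence after 48 h compound exposure at 37 degrees C of IDH1-knockdown HT-1080 cells in 5% FBS RPMI. %Activity scaled between DMSO wells and cell-free media wells, with curves fitted and assigned curve classes.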
HT1080NT lethal: kills 2HG-producing HT-1080-NT fibrosarcoma cells | HT-1080-NT fibrosarcoma viability, CellTiter-Glo ATP luminescence, 48 h | Potency, µM (highest dose often 46.1 µM), without a hit: at the top dose activity, negative = less viability, actives largely listed as cytotoxic | hit rate 1.6% among 360,000;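 note: NT is the 2HG producing partner of a matched IDH1 knockdown line; 0% = DMSO-treated cells and -100% = media-only wells without cells; nearly all actives have a fitted effect of over 55% in size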
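750 cells/well, RPMI + 5% FBS; 2 h settle, compound pin-transfer, 48 h at 37 degrees C. CellTiter-Glo 10 min RT, luminescence. Normalized to DMSO and media-only wells.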
GLP1R inv ag: GLP-1 receptor (human) inverse agonism | HEK293 GLP-1R CRE-luciferase, luminescence, 24 h; GLP-1R form is constitutively active | Potency, µM (highest dose often 38.3 µM), inactives show at the top dose activity change, negative = inhibition, actives largely listed as inhibitors | hit rate 1.6% among 410,000; note: % is set by controls: 0 for no effect and ±100 for the full control effect; nearly all actives have a fitted effect of over 55% in size
Target sequence (P43220 whole entry, looked up): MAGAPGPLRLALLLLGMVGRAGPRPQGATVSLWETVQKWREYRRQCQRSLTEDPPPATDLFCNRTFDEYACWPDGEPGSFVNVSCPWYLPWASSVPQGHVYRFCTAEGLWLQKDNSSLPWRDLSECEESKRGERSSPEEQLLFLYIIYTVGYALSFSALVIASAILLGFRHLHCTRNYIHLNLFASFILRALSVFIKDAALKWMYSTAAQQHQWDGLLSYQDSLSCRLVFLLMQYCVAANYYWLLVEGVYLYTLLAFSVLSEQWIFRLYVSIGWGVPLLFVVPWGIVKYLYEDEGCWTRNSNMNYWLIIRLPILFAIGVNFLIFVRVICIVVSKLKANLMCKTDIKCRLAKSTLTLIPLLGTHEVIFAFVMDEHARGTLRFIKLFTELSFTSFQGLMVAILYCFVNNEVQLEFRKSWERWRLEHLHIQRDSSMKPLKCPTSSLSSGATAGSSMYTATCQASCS
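Readout was luciferase luminescence, measured 12 min after detection reagent at room temperature. Beforehand, GLP-1R reporter HEK293 cells had sat 12 h, then received compounds for 24 hr at 37 deg C.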
GLP1R ag: GLP-1 receptor (human) agonism. P43220. HEK293 GLP-1R CRE-luciferase, luminescence, 4-6 h; cells express a hypersensitive GLP-1R form. Potency, µM (series often up to 45.6 µM), for the others: at the highest dose activation, hits mostly activators. hit rate 0.007% among 380,000; note: % of control where 0% means no effect
SW480 rereplic: DNA re-replication induction in SW480 cells. SW480 DNA re-replication, Hoechst DNA content imaging, 48 h. Potency, µM (series often up to 46.1 µM), without a hit: top-dose re-replication activation, most hits filed as activators. hit rate 1.8% among 340,000; note: % of control where 0% means no effect; nearly all actives have a fitted effect of over 55% in size
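Cells (250 per well) received 23 nL compound or DMSO by pin tool and were kept 48 hr at 37 C, 5% CO2. Nuclei were then stained with Hoechst for 40 min and scanned for DNA content.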
An asterisk follows results filed as active; ? = inconclusive; . = not tested or not shown; & = joins results of further samples; [ ] = remark or other dose. Calls come from the whole dose curve; as a rule, active = well fitted curve in the direction sought with a large enough effect; inconclusive = small, poorly fitted or top-dose-only effect, or another doubt; inactive = no such curve, though single readings can be large; an effect the other way counts as inactive or inconclusive. Potency is the fitted concentration of half-maximal effect. Rows were taken by chance; about 9.4% have a hit in one of these screens.

SMILES,KB-3-1 cytotox,SW480 rereplic,GLP1R inv ag,HT1080 IDH1KD tx,HT1080NT lethal,KB-V1 cytotox,GLP1R cytotox,GLP1R ag,TDP-43 yeast inh
O=C(COC(=O)c1ccncc1)Nc1cc(S(=O)(=O)N2CCOCC2)ccc1Cl,19.0%,-11.9%,4.8%,0.6%,-0.1%,?,1.2%,-5.0%,-10.4%
CCOC(=O)CNC(=O)CNC(=O)c1ccc(OCC(C)C)cc1,-1.6%,-0.1%,?,5.8%,0.1%,?,-6.8%,-6.9%,4.6%
CCCCn1c(=O)[nH]c(=O)c2c1nc(-c1ccncc1)n2CCOC,12.3%,-0.8%,8.5%,6.4%,10.6%,-7.9%,-19.1%,-0.3%,5.9%
c1ccc(NC2=NCCCCS2)cc1,4.0%,-0.9%,-5.7%,-4.6%,0.9%,-1.2%,-1.4%,-9.3%,12.4%
COCCn1c(-c2ccc(-c3ccccc3Cl)o2)nc2c1c(=O)[nH]c(=O)n2CC(C)C,2.8%,?,0.0%,-2.9%,3.5%,-4.3%,-2.6%,-1.2%,1.8%
O=C(c1ccccc1-c1ccccc1)N1CCCCC1,-3.8%,-23.0%,0.2%,9.2%,17.1%,-16.1%,-0.4%,9.9%,-11.4%[9.22 µM]
O=C(O)C1CCC(N2C(=O)C3CCCCC3C2=O)CC1 (stereo not given),-4.0%,-1.9%,-2.5%,2.6%,-3.0%,5.1%,6.8%,1.9%,-8.4%
O=C(NCCN1CCCC1)c1ccccc1Cl,14.8%,-13.2%,7.2%,6.4%,-6.3%,-28.2%,20.6%,-4.6%,-1.1%
O=C(c1ccccc1)N1CCN(CCc2ccccn2)CC1,1.5%&0.0%,-23.4%,3.5%&8.8%,27.9%,15.6%,-1.8%&11.3%,7.4%&-2.7%,-0.5%,0.0%&14.2%
Cc1cccc(C)c1OCCn1nc(C(=O)O)c2ccccc2c1=O,-1.9%,-1.9%,7.8%,-2.5%[9.24 µM],-13.6%,-14.7%,23.4%,2.0%,8.4%
COc1cc(-c2nnc(SCCOc3ccc(Cl)cc3)o2)cc(OC)c1OC,-3.7%,.,7.6%,.,.,-8.8%,8.9%,.,-4.7%
COc1ccc2oc(=O)c(C(=O)NCCc3c(C)[nH]c4ccc(F)cc34)cc2c1,13.1%,.,1.0%,.,.,-28.6%,-12.1%,4.3%,20.3%
O=C(c1cc(S(=O)(=O)N2CCOCC2)ccc1Cl)N1CCOCC1,14.6%,1.8%,10.7%,-0.7%,-1.3%,2.9%,13.9%,-8.8%,-22.6%
COc1ccc2oc(C(=O)OCC(=O)N(C)C3CCS(=O)(=O)C3)c(C)c2c1 (stereo not given),-0.9%,-7.5%,-0.9%,-1.7%,0.3%,13.1%,-1.9%,-10.4%,10.4%
CCOCCCNC(=O)CN1C(=O)CSc2ccc(S(=O)(=O)N3CCOCC3)cc21,-4.9%,7.0%,4.3%,11.5%,9.6%,-26.5%,-0.5%,-2.7%,-20.2%
Nc1nc(SCC(=O)c2ccc([N+](=O)[O-])cc2)n[nH]1,8.7%,4.1%,16.4%,0.5%,-5.4%,?,-7.4%,3.6%,-10.7%
CN(C)c1ccc(C(=O)Nc2ccc(CN3CCS(=O)(=O)CC3)cc2)cc1,-19.3%,18.1%,-15.4%,-2.9%,-4.3%,-22.5%,-9.9%,-7.6%,-1.1%
CCn1c(CCCNC(=O)c2ccco2)nc2ccccc21,-3.4%,-9.0%,4.7%,-1.5%,8.6%,-27.2%,-7.9%,5.3%,26.0%
O=C(CS(=O)c1cccc(Cl)c1)Nc1ccccc1Cl (stereo not given),8.1%,8.2%,6.0%,0.4%,3.8%,-21.2%,-2.2%,7.2%,0.0%
Cc1ccc(-n2nnnc2SCC#N)cc1,-9.5%,1.8%,2.5%,2.6%,-0.3%,-11.2%,-0.2%,5.1%,-2.6%
Cc1ccc(CNC(=O)c2ccc3c(c2)NC(=O)C(N2CCOCC2)S3)cc1 (stereo not given),-11.4%,-11.3%,-25.8%,-31.1%,-5.6%,-15.6%,1.2%,17.3%,-24.0%
CCn1nnnc1SCC(=O)N1c2ccccc2Sc2ccccc21,-13.1%,-7.7%,?,-5.2%[9.24 µM],-6.6%,?,8.8%,7.7%,9.8%
Cc1ccccc1Nc1nc(-c2sc(NC(=O)c3ccco3)nc2C)cs1,0.0%,-25.5%,-24.2%,-8.0%,-1.3%,-13.4%,-5.2%,-2.6%,?
O=C(N/N=C/c1ccccn1)c1cc([N+](=O)[O-])cc([N+](=O)[O-])c1,-5.1%,?,-13.2%,-9.4%,-11.0%,-6.5%,-25.4%,-1.6%,12.3%
CCCCCCN1C(=O)C(O)=C(C(C)=O)C1c1ccccc1[N+](=O)[O-] (stereo not given),-5.0%,-1.9%,0.5%,0.0%,4.4%,6.1%,-0.4%,-3.5%,0.9%
Cc1ccc(N2CC(C(=O)Nc3ccc(S(=O)(=O)Nc4ncccn4)cc3)CC2=O)cc1C (stereo not given),6.9%,0.3%,24.0%,1.6%,5.5%,-1.2%,-2.8%,-0.2%,12.6%
NC(=O)C1CCN(c2ccc(S(=O)(=O)N3CCC(Cc4ccccc4)CC3)cn2)CC1,?,-6.4%,-8.9%,-2.9%,1.0%,?,-3.3%,1.2%,23.8%
CCOc1ccc(C2CC(=O)NC3=C2C(=O)CCC3)cc1Cl (stereo not given),-0.6%,-5.4%,8.6%,-0.4%,-1.4%,-4.8%,-24.1%,24.8%,-1.7%
CC1(C)Cc2c(sc(NC(=O)/C=C/C(=O)O)c2C#N)CO1,-1.9%,-22.7%,-1.1%,13.1%,6.4%,0.0%,0.5%,-4.8%,8.7%
O=C(NCc1ccccn1)c1ccccc1OCc1ccc(Cl)cc1Cl,-0.8%,-6.6%,?,-2.6%,-0.1%[9.24 µM],-10.9%,-3.4%,22.0%,?
CCOC(=O)CN(C(=O)CCC(=O)Nc1cc(C)on1)C(C(=O)NC1CCCC1)c1cccnc1 (stereo not given),-8.9%,-2.5%,-0.1%,10.8%,8.2%,12.6%,-16.1%,-4.9%,-1.6%
CC(=O)c1ccc(-c2nnc(CCC(=O)N(C)Cc3cccc4cnccc34)o2)s1,-2.6%,2.6%,-12.0%,-4.4%,-9.6%,?,3.7%,14.2%,1.1%

2 entries picked at random from the list so far, as already listed:
SMILES,KB-3-1 cytotox,SW480 rereplic,GLP1R inv ag,HT1080 IDH1KD tx,HT1080NT lethal,KB-V1 cytotox,GLP1R cytotox,GLP1R ag,TDP-43 yeast inh
NC(=O)C1CCN(c2ccc(S(=O)(=O)N3CCC(Cc4ccccc4)CC3)cn2)CC1,?,-6.4%,-8.9%,-2.9%,1.0%,?,-3.3%,1.2%,23.8%
O=C(NCc1ccccn1)c1ccccc1OCc1ccc(Cl)cc1Cl,-0.8%,-6.6%,?,-2.6%,-0.1%[9.24 µM],-10.9%,-3.4%,22.0%,?

(more compounds)
SMILES,KB-3-1 cytotox,SW480 rereplic,GLP1R inv ag,HT1080 IDH1KD tx,HT1080NT lethal,KB-V1 cytotox,GLP1R cytotox,GLP1R ag,TDP-43 yeast inh
O=C(COC(=O)c1ccc(F)c(S(=O)(=O)N2CCOCC2)c1)NCc1ccc(F)cc1,-23.1%,-5.3%,10.7%,13.1%,-3.0%,27.5%,-1.7%,0.8%,9.7%
CC(=O)N1CCN(C(=O)c2ccc(C(=O)c3ccccc3)cc2)CC1,-14.0%,?,9.6%,-25.4%,-4.5%,-16.2%,0.7%,-3.1%,-21.9%
Cc1ccc(CC(=O)N/N=C/c2ccc(OC(=O)c3ccc([N+](=O)[O-])cc3)cc2)cc1,0.7%,2.1%,9.4%,10.5%,10.3%,10.7%,-5.5%,-9.0%,7.4%
COCCCN(Cc1cccs1)S(=O)(=O)c1csc(C(N)=O)c1,1.8%,-8.7%,1.6%,5.9%,1.5%,1.7%,0.9%,0.2%,4.8%
COc1ccccc1Oc1nc2c(c(=O)n(Cc3ccccc3F)c(=O)n2C)n1C,-1.0%,-0.4%,6.3%,6.6%,6.6%,0.0%,-26.9%,2.7%,0.7%
Cc1ccccc1-c1cnc(C(O)c2ccc(Cl)cc2C)[nH]1 (stereo not given),-0.1%,.,?,-26.5%,?,-15.1%,-10.8%,-2.7%,3.7%
O=C(NCCOc1ccc(Cl)cc1)C1CC(=O)N(c2ccc3c(c2)OCCO3)C1 (stereo not given),3.3%,0.9%,-1.2%,-5.7%,-7.1%,4.9%,-9.8%,13.9%,23.1%
COc1ccc(C(=O)NCCNc2ncc(C(F)(F)F)cc2Cl)cc1[N+](=O)[O-],-0.6%,-6.0%,?,0.5%,-6.4%,?,1.1%,23.3%,20.8%
COC(=O)C(C)NC(=O)c1ccc(C(C)(C)C)cc1 (stereo not given),17.4%,-0.1%,7.6%,7.5%,20.8%,16.8%,-12.7%,10.2%,19.0%
S=C(NCCNC(=S)Nc1ccccc1Cl)Nc1ccccc1Cl,-3.0%,-0.2%,?,-8.6%,-11.8%,-3.4%,-10.9%,10.0%,2.7%
CCN(CC)c1nc(N2CCN(C)CC2)nc2ccccc12,0.0%,-0.2%,?,-20.4%,-17.8%,?,-24.5%,-3.9%,-7.1%
O=C(Nc1cc(C(F)(F)F)ccc1N1CCCC1)C1CC(=O)N(Cc2ccccc2)C1 (stereo not given),-1.1%,.,-25.4%,-0.4%,-15.3%,-15.4%,-12.4%,4.4%,5.8%
Cc1nnc(NC(=O)CN2CCN(Cc3ccc(F)cc3Cl)CC2)s1,-1.6%,-35.6%[inhibitor],-7.6%,-2.2%,-5.6%,-9.3%,-4.8%,-5.0%,-8.9%
Cc1cc(C)nc(N2CCCC(C(=O)NCc3ccc4c(c3)OCO4)C2)n1 (stereo not given),-0.7%,-15.8%,-21.0%,28.9%,11.7%,-32.2%,12.5%,2.9%,-14.4%
COc1ccccc1C(=O)C1CCCN(C(=O)c2cn3cc(Cl)ccc3n2)C1 (stereo not given),-2.8%,-3.4%,-25.0%,9.7%,7.7%,-14.2%,-9.0%,11.5%,-5.3%[0.397 µM]
